Screening data as filed in PubChem BioAssay.
RGS4 inhibitor = human RGS4 inhibition; AID 504845; P49798; Potency, µM (doses to about 114 µM), inactives show top-dose activity change, negative = inhibition, usual class: inhibitors; 390,000 compounds, 0.039% hits; Transcreener GDP fluorescence polarization, RGS4-accelerated GTP hydrolysis; note: potency is the fitted concentration of half-maximal effect; % is set by controls: 0 for no effect and ±100 for the full control effect; nearly all actives have a fitted effect of over 75% in size; some results filed as inactive show a strong effect at the top dose
Target sequence (P49798 whole entry, looked up): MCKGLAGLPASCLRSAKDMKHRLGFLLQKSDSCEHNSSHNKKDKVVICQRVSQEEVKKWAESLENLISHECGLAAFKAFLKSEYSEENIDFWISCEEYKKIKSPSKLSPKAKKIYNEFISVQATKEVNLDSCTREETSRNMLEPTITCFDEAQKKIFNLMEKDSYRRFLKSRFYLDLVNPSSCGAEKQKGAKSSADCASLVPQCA
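MLSMR compounds (23 nl, pin-transferred) preincubated 10 min at room temperature with a 500nM (2x) first reagent, then RGS4 at 900nM (2x) plus Transcreener GDP mix added; fluorescence polarization (620/688 nm) read before and after 90 min at 30 °C.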
Vif-APOBEC3G blk = Vif-A3G binding inhibition; 410,000 compounds, 0.076% hits; HeLa A3G-eYFP + Vif (tagged APOBEC3G with the HIV-1 protein that degrades it), YFP fluorescence, overnight; Potency, µM (series often up to 46.1 µM), without a hit: top-dose activity, negative = active, actives largely listed as inhibitors; AID 602310;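 note: potency is the fitted concentration of half-maximal effect; % is set by controls: 0 for no effect and ±100 for the full control effect; nearly all actives have a fitted effect of over 60% in size; hits raise eYFP signal because A3G escapes Vif-driven loss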
Target sequence (Q9HC16 whole entry, looked up): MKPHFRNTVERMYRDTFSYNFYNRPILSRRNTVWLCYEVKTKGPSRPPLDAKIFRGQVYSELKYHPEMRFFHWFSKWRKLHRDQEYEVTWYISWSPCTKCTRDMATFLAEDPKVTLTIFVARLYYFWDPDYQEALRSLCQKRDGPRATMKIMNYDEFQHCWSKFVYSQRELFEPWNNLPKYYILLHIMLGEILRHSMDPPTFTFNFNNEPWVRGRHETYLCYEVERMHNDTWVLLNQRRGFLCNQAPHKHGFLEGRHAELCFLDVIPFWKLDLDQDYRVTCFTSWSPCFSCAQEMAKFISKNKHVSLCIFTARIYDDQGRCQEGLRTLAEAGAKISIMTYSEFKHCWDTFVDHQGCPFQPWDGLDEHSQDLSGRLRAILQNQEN
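HeLa cells stably expressing Vif and C-terminally eYFP-tagged A3G, seeded overnight at 37 deg C, then exposed to compound by pintool overnight at 37 deg C. Rise in yellow fluorescence (Ex 488/Em 500-530, Acumen) marks blocked Vif-driven A3G degradation.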
ALOX12 inh = blocks human arachidonate 12S-lipoxygenase. Potency, µM (series often up to 108 µM), for the others: at the top dose activity change, negative = inhibition, actives largely listed as inhibitors. 580,000 compounds, 1.1% hits. purified 12hLO, xylenol orange hydroperoxide absorbance. P18054. AID 1671190; note: potency is the fitted concentration of half-maximal effect; % is set by controls: 0 for no effect and ±100 for the full control effect
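Purified human 12hLO (150 nM final) in 25 mM Hepes, 0.01% Triton X-100, pH 7.0 was preincubated 15 min at room temperature with compound. Then 40 uM arachidonic acid was added, 30 min. Hydroperoxide was read by Fe-XO absorbance ratio 573/405 nm.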
LDHA block = LDHA (human) enzyme inhibition; activity change, % (values are at about 110 or 230 µM); AID 1347041; 480,000 compounds, 0.15% hits; P00338; purified LDHA, NADH/diaphorase-resazurin fluorescence; stronger effect = lower value; in the data active = activity change below about -30%; inconclusive = mostly about -25% to -30%;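 note: plate controls were DMSO wells for no effect and wells without enzyme for full effect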
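Human LDH5 at 2 nM final in Tris HCl pH 7.4 with 0.06 mM NADH and 0.2 mM pyruvate, reacted 5 minutes at room temperature. Remaining NADH coupled via diaphorase/resazurin; resorufin fluorescence read at 0 and 20 minutes, normalized to enzyme-free and DMSO wells.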
Vif-APOBEC3F blk = inhibitors of Vif-A3F interaction; HeLa A3F-eYFP + Vif (tagged APOBEC3F with the HIV-1 protein that degrades it), YFP fluorescence increase; Potency, µM (top dose mostly 46.1 µM), for inactives: top-dose activity, negative = active; 390,000 compounds, 0.2% hits; note: potency is the fitted concentration of half-maximal effect; % of control where 0% means no effect; nearly all actives have a fitted effect of over 65% in size
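HeLa cells stably expressing Vif plus C-terminally eYFP-tagged A3F were seeded, incubated overnight at 37 deg C, dosed with compound, incubated overnight again at 37 deg C. Yellow fluorescence (Ex 488/Em 500-530) reported blocked Vif-mediated A3F-eYFP degradation.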
ERG Ets-DNA blk = ERG Ets/DNA interaction inhibition. P11308. AID 624246. Potency, µM (titrated, usually from 76.9 µM), for the others: top-dose FP activity, negative = inhibition, hits mostly inhibitors. 370,000 compounds, 0.028% hits. fluorescence polarization, His-ERG Ets domain / labelled DNA; active = well fitted inhibition curve with a large enough effect in the polarisation, with a control signal flat; inconclusive = small, poorly fitted or top-dose-only effect, or effect the other way, or a change in a side signal; inactive = no such curve, though single readings can be large or run the other way; the % refers to the polarisation;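 note: polarization taken with two DNA probes labelled with fluorescein and Texas red; potency is the fitted concentration of half-maximal effect; % of control where 0% means no effect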
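His-tagged ERG Ets domain (1 uM in the protein solution; 300mM KCl, 50mM Tris-HCl, 1mM EDTA, 1mM DTT, pH 7.5) received compound, then a probe mix of 5 nM fluorescein-DNA and 100nM Texas-615-DNA. Fluorescence polarization was read for both dyes.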
D2 agonist = D2 dopamine receptor (human) agonism. HEK293 T-REx D2 cells, calcium flux agonist mode. activation, % at 2 µM. 340,000 compounds, 0.53% hits;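 active = activation over 3 SD above normal in the single-dose calcium agonist read, cut at about 30% in these data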; note: 0% is about no effect
Target sequence (P14416 whole entry, looked up): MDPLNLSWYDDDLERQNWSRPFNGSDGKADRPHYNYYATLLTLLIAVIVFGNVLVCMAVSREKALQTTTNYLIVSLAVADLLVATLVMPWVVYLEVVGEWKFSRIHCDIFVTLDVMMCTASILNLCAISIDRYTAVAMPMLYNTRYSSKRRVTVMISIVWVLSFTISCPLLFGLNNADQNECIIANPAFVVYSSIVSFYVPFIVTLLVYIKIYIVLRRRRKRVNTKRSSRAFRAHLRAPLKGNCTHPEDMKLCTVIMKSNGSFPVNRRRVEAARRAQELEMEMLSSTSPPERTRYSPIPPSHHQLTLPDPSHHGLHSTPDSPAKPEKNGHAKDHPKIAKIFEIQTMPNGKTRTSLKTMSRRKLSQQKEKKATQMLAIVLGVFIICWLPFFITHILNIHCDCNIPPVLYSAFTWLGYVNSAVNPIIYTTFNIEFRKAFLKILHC
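Tetracycline-induced HEK293 T-REx cells with force-coupled D2 receptor, plated overnight at 30 C, loaded with no-wash calcium dye. After a 10 s baseline, compound was pin-added and calcium flux read kinetically for 180 s; calcium rises flagged agonists.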
Glioma ERSR ind = inducers of ER stress response in human glioma cells; U87-MG GRP78 promoter luciferase reporter, 16 h; Potency, µM, without a hit: top-dose activation, actives largely listed as activators; 420,000 compounds, 0.02% hits; AID 602332; note: potency is the fitted concentration of half-maximal effect; series mostly up to about 76 µM; % of control where 0% means no effect; nearly all actives have a fitted effect of over 35% in size
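Stably transfected U87-MG glioma cells carrying a GRP78-based luciferase sensor; 16 h compound incubation. Luminescence end-point read 10 min after Bright-Glo addition at room temperature.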
D2 antagonist = antagonizes the human D2 dopamine receptor | HEK293 TREx D2 cells, calcium flux, dopamine EC80 | 340,000 compounds, 2% hits | P14416 | inhibition, % at 10 µM; in the data active = inhibition above about 30%; note: 0% is about no effect
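Compounds are added to dye-loaded, induced HEK293 T-REx cells coupled to calcium release via D2; after a 3 min kinetic read an EC80 dopamine stimulus is given and fluorescence is recorded for 3 more min.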
The depositor's hits bear a star; i = inactive; ? = inconclusive; . = no result given; [ ] = dose if it differs, or a comment. Unless noted, calls come from the whole dose curve; as a rule, active = well fitted curve in the direction sought with a large enough effect; inconclusive = small, poorly fitted or top-dose-only effect, or another doubt; inactive = no such curve, though single readings can be large; an effect the other way counts as inactive or inconclusive. Only part of the results is shown; the hit share may differ from the screen's.

compound	RGS4 inhibitor	Vif-APOBEC3G blk	ALOX12 inh	LDHA block	Vif-APOBEC3F blk	ERG Ets-DNA blk	D2 agonist	Glioma ERSR ind	D2 antagonist
CCc1ccc(C(=O)Nc2cccnc2Oc2ccc(Cl)cc2)cc1	-44%	-21%	0%	0	?	-7%	0.1	0%	12
CCN1CCN(C(CNS(=O)(=O)c2ccc(F)cc2)c2cccnc2)CC1 (stereo not given)	-1%	-8%	186%[activator]	0	1%	18%	0.4	-2%	19
Cc1cc(C)c2[nH]c(O)c(N=NC3=NC(=O)CS3)c2c1	5%	-1%	-5%	0	7%	11%	-0.6	-4%	1
CN(C)c1ccc(CN2CCC(C(=O)NC(c3ccc(Cl)cc3)c3cnccn3)CC2)cc1 (stereo not given)	.	0%	?	-3	.	.	.	-3%	.
Cc1ccc(NC(=O)CSc2nc3ccccc3c(=O)n2CCCC(=O)NCCCN2CCOCC2)cc1C	6%	3%	?	-8	0%	-5%	-0.1	-4%	-5
COC(=O)CSc1nc2cc3c(cc2cc1C)OCCO3	-9%	5%	-5%	2	-10%	6%	0.5	0%	9
CCN(CC)C(=O)c1c(NC(=O)c2ccccc2)sc(C)c1C	21%	-1%	164%[activator][57.4 µM]	-1	-6%	-1%	-1.0	-4%	-4
COC(=O)c1ccc(OCC(O)Cn2nnc3ccccc32)cc1 (stereo not given)	2%	-3%	9%[57.4 µM]	1	0%	.	-0.4	3%	-5
Nc1c(C(=O)N/N=C/c2ccccc2)cnn1-c1ccccc1	1%	-6%	98%[activator]	0	-2%	8%	0.2	-2%	0
Cc1c(Cl)cccc1NC(=O)CNS(=O)(=O)c1cccs1	-34%	-3%	-25%	0	11%	-7%	0.5	-5%	.
N#CCSc1nccc(-c2cc(Cl)sc2Cl)n1	-4%[11.4 µM]	-1%	4%	-9	4%	-4%	-0.7	-3%	-25
COc1cc(C)ccc1OCc1cc(C(=O)N(Cc2c(C)nn(C)c2C)C2CC2)no1	26%	5%	-3%	1	-21%	14%	0.6	4%	7
O=C(Nc1cc(C(F)(F)F)ccc1N1CCCCC1)c1cccc([N+](=O)[O-])c1	-10%	-7%	0%	1	-22%	?	0.0	-7%	16
CCN1C(=O)[C@H]2[C@@H](c3ccc(-c4cccc(Cl)c4)cc3)N[C@@](C)(C(=O)OC)[C@H]2C1=O	-2%	-11%	?	7	-21%	0%	-1.8	11%	2
Cc1cccc(-n2ncc3c(NC(C)C)ncnc32)c1	17%	0%	-6%	-7	2%	3%	0.5	-7%	7
CCc1nnc(NC(=O)C2=CCN(S(=O)(=O)c3ccc(F)cc3)CC2)s1	13%	?	9%	-6	0%	84%[activator]	-0.9	-3%	-16
COC(=O)N1[C@H](C)C=C[C@]1(Cc1ccccc1)C(=O)O	-5%	1%	18%	-3	2%	8%	.	0%	.
CCCc1nnc(NC(=O)C23CC4CC(CC(C4)C2)C3)s1	-9%	2%	1%	-1	3%	-4%	0.4	-1%	-11
COC(=O)c1ccc(CN2C(=O)C(C)ON=C2c2ncccc2C)o1 (stereo not given)	.	3%	13%	2	.	.	.	-1%	.
CCCCn1cc(S(=O)(=O)c2ccc(C)c(C)c2)c(=O)c2cc(F)c(N3CCCC(C)C3)cc21 (stereo not given)	3%	-3%	4%	-5	-2%	-1%	-0.7	-2%	.
O=C(C[C@H]1C/C=C\C[C@H](Cc2ccc(F)cc2)C(=O)O[C@@H](c2ccccc2)CNC1=O)N[C@@H](CO)Cc1ccccc1	-5%	1%	-17%	-14	2%	-8%	.	-6%	.
COC(=O)C1=C(N)Oc2cc(C)n(Cc3cccnc3)c(=O)c2C1c1cccc(OC)c1OC (stereo not given)	5%	1%	0%	-5	9%	-10%	0.3	-4%	0
CC(C)c1ccc(S(=O)(=O)c2cnc(SCC(=O)Nc3ccc4c(c3)OCCO4)[nH]c2=O)cc1	-5%	-2%	?	4	3%	-10%	.	-2%	.
O=C(N/N=C/c1sc(N2CCCCC2)nc1-c1cccs1)C1CC1	12%[11.4 µM]	-4%	3%	2	-11%	-6%	1.6	1%	-7
Cc1nc2ccc(S(=O)(=O)NCC(=O)NCCc3ccc(Cl)cc3)cc2s1	28%[11.4 µM]	-2%	6%	-13	-7%	10%	0.1	-1%	-14
C=C1N(CCCCCC(=O)O)C(=O)OC12CCCCC2	1%	0%	0%	-6	-5%	-4%	0.1	-1%	-4
CCCc1cc(=O)oc2cc(OCC(=O)NC3CC(C)(C)NC(C)(C)C3)ccc12	10%	-4%	6%	-5	-5%	-22%	-0.6	-4%	6
CCC(=O)N1CCc2cc(Br)cc(S(=O)(=O)N3CCCC(C(=O)N(C)c4ccc(Br)cc4)C3)c21 (stereo not given)	13%	3%	-14%	-2	2%	-8%	-0.7	1%	.
O=C(CN1C(=O)NC(CCc2ccccc2)C1=O)Nc1ccccc1C(F)(F)F (stereo not given)	11%	-2%	13%	-3	-1%	17%	.	-5%	.
CCc1cc(C(=O)Nc2ccc(S(=O)(=O)NC3=NCCCCC3)cc2)sc1C	-22%	-3%	?	-5	-17%	11%	.	0%	.
O=C(NCCc1csc2nc(-c3ccccc3F)nn12)c1ccccc1C(F)(F)F	5%	-1%	-27%	2	1%	0%	0.1	-3%	.
CCOc1cccc(-c2nc3c(s2)CCc2onc(-c4cccc([N+](=O)[O-])c4)c2-3)c1	-8%	0%	-5%	0	10%	6%	0.7	-2%	3
COc1ccnc(N=CNOCc2ccc(F)cc2Cl)c1C#N	18%	-1%	-6%	-6	-7%	8%	0.7	-2%	-13
Nc1c(C(=O)CSc2nnc(-c3ccccc3)o2)c(=O)[nH]c(=O)n1C1CC1	-6%	-5%	284%[activator]	-6	-1%	1%	0.4	2%	4
COc1ccc(/C=C/C(=O)N2CCOCC2)cc1OC	9%	-6%	5%	-4	4%	-1%	-0.2	0%	10
CCCC1(c2ccccc2)NC(=O)NC1=O (stereo not given)	25%	1%	-2%	-11	-6%	4%	-0.3	-1%	-8
CCc1ccccc1NC(=O)CSc1nc(-c2ccccc2OC)nc2c1Cc1c(CO)cnc(C)c1O2	2%	-10%	-21%	-2	-4%	0%	0.4	-1%	.
Cc1cccc(-n2c(Cc3ccccc3)nnc2SCc2nc(-c3cccs3)no2)c1	-9%	0%	0%	-1	9%	-1%	0.0	-3%	.
COc1ccc(NC(=O)CN(C)C(C)C(=O)NC(=O)NC2CCCCC2)cc1 (stereo not given)	5%	0%	101%[activator]	0	-17%	-2%	-1.7	-2%	7
COc1ccc(-n2ncc3c(SCC(=O)NNC(C)=O)ncnc32)cc1	27%	-1%	13%	-1	10%	6%	-2.8	-8%	-7
Cc1cc(C)nc(Nc2n[nH]c(COc3ccccc3)n2)n1	-28%[11.4 µM]	0%	12%	-3	-5%	-2%	0.0	-4%	27
CC(=O)Nc1ccc(S(=O)(=O)N(CCO)Cc2ccccc2)cc1	-16%	2%	-12%	-2	-2%	-2%	-1.0	-3%	-3
Cc1cc(C)cc(NC(=S)N2CCCC2)c1	-7%	-14%	i	-2	2%	-12%	0.8	-1%	-33
CC1(C)CC(O)(CCNCc2ccc3c(c2)OCO3)CCO1 (stereo not given)	-13%	-3%	0%	-4	-8%	-5%	1.5	-4%	1
Cc1nn2c(NCCOCCO)c3c(nc2c1-c1ccccc1)CCCC3	9%	0%	.	-4	-6%	2%	.	-5%	.
Cc1oncc1C(=O)NC1CCCCC1	-9%	1%	1%	-5	-10%	5%	1.0	-1%	-5
CC1=C(OC(=O)C(C)(C)C)C(C)(C)C(c2ccccc2)OC1=O (stereo not given)	0%	0%	9%	2	1%	3%	0.5	-6%	-12
COc1cc2ccccc2cc1C(=O)Nc1cccc(-c2nc3cc(C)ccc3o2)c1C	20%	3%	-15%	-16	3%	0%	0.8	-1%	.
O=C(Nc1c(C(=O)N2CCOCC2)oc2ccccc12)c1ccccc1Cl	15%[11.4 µM]	2%	3%	-2	-31%	15%	0.1	-3%	25
CC(C)Oc1ccc(C(=O)Nc2ccc(Cl)c(S(=O)(=O)Nc3ccc(Cl)cc3)c2)cc1	-14%	-7%	?	2	?	8%	-0.1	3%	-8

Continuation:
compound	RGS4 inhibitor	Vif-APOBEC3G blk	ALOX12 inh	LDHA block	Vif-APOBEC3F blk	ERG Ets-DNA blk	D2 agonist	Glioma ERSR ind	D2 antagonist
O=C(O)CCN1C(=O)/C(=C\c2ccncc2)SC1=S	-32%	1%	-18%	5	-11%	52%[activator]	-2.2	-6%	-5
CS(=O)(=O)c1ccc(C(=O)OCC(=O)Nc2cccc(S(=O)(=O)N3CCCC3)c2)cc1	0%	0%	-24%	-4	-14%	6%	-0.2	-5%	-9
O=C(Nn1cnc2ccccc2c1=O)c1ccc(Br)cc1	-11%	0%	1%	-9	9%	20%	43*	-2%	26
COc1ccc(OC)c(NC(=O)c2cnc3n(c2=O)CCS3)c1	-6%	1%	?	1	3%	4%	1.0	-2%	6
O=C(Nc1ccc(F)cc1)c1cc(S(=O)(=O)N2CCOCC2)cs1	0%	4%	399%[activator]	-5	-1%	-1%	-0.1	1%	4
